# ST2 inh = blocks human ST2 binding to IL-33 | AID 1259354 | inhibition, % for hits at 17 µM | AlphaLISA ST2-Fc/biotin-IL-33 interaction, 1 h | hit rate 2.3% among 78,000; in the data active = inhibition above about 30%; inconclusive = mostly about 10% to 28%
# Target sequence (Q01638 whole entry, looked up): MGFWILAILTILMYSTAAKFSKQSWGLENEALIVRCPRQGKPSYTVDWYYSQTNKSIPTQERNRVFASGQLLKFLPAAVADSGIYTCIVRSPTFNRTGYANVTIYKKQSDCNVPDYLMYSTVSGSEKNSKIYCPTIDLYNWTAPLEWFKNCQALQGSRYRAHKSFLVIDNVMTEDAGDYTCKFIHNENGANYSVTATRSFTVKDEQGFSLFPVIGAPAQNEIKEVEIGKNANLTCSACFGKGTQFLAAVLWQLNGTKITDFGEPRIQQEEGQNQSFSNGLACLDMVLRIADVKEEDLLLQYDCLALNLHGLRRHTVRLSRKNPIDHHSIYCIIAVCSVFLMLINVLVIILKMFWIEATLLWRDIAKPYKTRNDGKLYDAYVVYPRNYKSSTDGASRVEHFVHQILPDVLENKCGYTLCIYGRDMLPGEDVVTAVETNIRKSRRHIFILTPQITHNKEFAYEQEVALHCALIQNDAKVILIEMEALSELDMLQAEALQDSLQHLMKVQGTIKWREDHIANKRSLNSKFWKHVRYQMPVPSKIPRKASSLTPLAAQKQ
# Numbers without * were called inactive; i = inactive; ? = inconclusive. A portion of the library (hit frequency here may not be typical).
SMILES,ST2 inh
CN(C)c1nc2ncnc(SCC(=O)Nc3ccccc3Cl)c2s1,i
C(=C\c1ccccc1)/CN1CCN(c2ncccn2)CC1,i
CC1=CC[C@@H]2CN(C(=O)c3cc(C)c4nc(N)sc4c3)C[C@@H]2C1,i
O=C(Cn1c(=O)n(-c2ccccc2)c(=O)c2sccc21)N1CCCC1,i
COc1cccc(C2C3=C(CC(C)(C)CC3=O)Nc3ccccc3N2C(=O)C(F)(F)F)c1OC (stereo unspecified),i
Cc1ccc(CNC(=O)CCc2nc(-c3ccc(C)cc3)no2)cc1,i
Cn1c(=O)[nH]c(=O)c2c1nc(NCc1ccccc1)n2Cc1ccc(Cl)cc1,i
CC1CCCCN1C(=O)c1cc(-c2ccc(F)cc2)on1 (stereo unspecified),i
COc1cc(OC)cc(C(=O)Nc2ccc(Nc3nc(C)cc(N(C)C)n3)cc2)c1,i
COc1ccc(S(=O)(=O)N2CCSC2c2cc(OC)c(OC)cc2OC)cc1 (stereo unspecified),i
COCCNC(=O)c1cc(=O)[nH]c2ccc(S(=O)(=O)N3CCCC3)cc12,i
Cc1nc(CCN)cc(NCC(O)c2ccccc2)n1 (stereo unspecified),i
Cc1cc(C)n2nc(SCc3ccccc3)nc2n1,?
CCOc1ccc(N2C(=O)CC(NCc3ccc(F)cc3)C2=O)cc1 (stereo unspecified),i
Cc1oc2ccc(OCc3ccccc3F)cc2c1C(=O)O,i
COc1ccc2cc(C3CN(C(=O)C4CCOCC4)CCO3)ccc2c1 (stereo unspecified),?
CCOc1cc2c(cc1OCC)C1C(C(=O)N3CCN(C)CC3)c3ccccc3C(=O)N1CC2 (stereo unspecified),i
Cc1ccnc(CC(C)N(C)C(=O)c2occc2C)c1 (stereo unspecified),i
O=C1CCC(C(=O)NCc2cccnc2N2CCOCC2)=NN1,i
CC1CC(=O)N(CC(=O)N2CCCC2)c2ccccc2S1 (stereo unspecified),i
COc1cc(C(C)=O)ccc1OC(=O)C(C)N1C(=O)c2ccccc2C1=O (stereo unspecified),i
Cn1c(C(=O)N(CCc2ccccc2)Cc2ccccc2)cc2c(=O)n3ccccc3nc21,?
CC1CCN(CCC(=O)Nc2ccc3c(c2)CCC3)CC1,i
COc1nc(OC)nc(N(c2ccccc2)c2ccccc2)n1,i
COC(=O)C1(Cc2ccc(O)c(CC3OC3(C)C)c2)OC(=O)C(O)=C1c1ccc(O)cc1 (stereo unspecified),i

# More entries follow.
SMILES,ST2 inh
N#CC1=C(N)N2CCN3C(N)=C(C#N)C1(c1ccccc1)C23c1ccccc1 (stereo unspecified),i
O=c1c2c(nc3n1CCCCC3)sc1c(O)c(Br)ccc12,i
CCOC(=O)N1CCN(C(=O)CN(c2ccccc2OC)S(=O)(=O)c2ccc(C)cc2)CC1,i
Cc1ccc(NC(=O)CNC(c2cccnc2)c2ccc(C)c(C)c2)c(C)c1 (stereo unspecified),i
COc1c(O)cc2cc(C)oc(=O)c2c1O,i
Cc1cccc(NC(=O)c2ccc3c(c2SCCO)C(=O)c2ccccc2C3=O)c1,?
CC(=O)Nc1cccc(C(=O)NC2CC(=O)N(CCc3ccccc3)C2)c1 (stereo unspecified),i
O=C(CCCn1c2ccccc2c(=O)c2ccccc21)Nc1ccccc1F,?
CCC1CCCCN1C(=O)CCCOc1ccccc1 (stereo unspecified),i
CC(SC1=NN2CCCC(=O)N=C2S1)c1ccccc1 (stereo unspecified),i
Cc1ccc2c(=O)cc(C(=O)NCc3cccnc3-n3ccnc3)oc2c1,i
O=S1(=O)c2ccccc2NC(c2ccc(Cl)c(Cl)c2)N1Cc1ccccc1 (stereo unspecified),i
O=C1C2C3C=CC(CC3)C2C(=O)N1c1ccc(Cl)c(C(F)(F)F)c1 (stereo unspecified),i
CC1CCC(NC(=O)C(NC(=O)C2CCC(C)CC2)C(C)C)CC1 (stereo unspecified),i
C=CCN1CC(c2nc(CC(C)C)nn2-c2ccc(OC)cc2)CCC1=O (stereo unspecified),?
Cc1cc2nc(CSc3nnc4c(n3)[nH]c3ccccc34)cc(=O)n2o1,i
Cc1cc(=O)oc2cc(OCc3ccc(F)cc3)c(Cl)cc12,i
NC(=O)c1ccc(NC(=O)C(c2ccccc2)c2ccccc2)cc1,i
O=C(NCc1ccncc1)c1c(O)c2ccccc2[nH]c1=O,?
O=S(=O)(Nc1ccc(F)c(Cl)c1)c1cccnc1,i
Cc1ccc(NC(=O)C2CCC(C)(C(=O)O)C2(C)C)cc1 (stereo unspecified),i
O=C(CCC1CCN(C(=O)C2=CCCCC2)CC1)Nc1ccccc1,i
CC1(C)CC(=O)C2=C(C1)Nc1cc(C(=O)c3ccccc3)ccc1NC2c1ccc2c(c1)OCO2 (stereo unspecified),i
Cc1ccc(C(C)C)c(OCC(=O)Nc2ccc(C)cc2[N+](=O)[O-])c1,?
O=c1c2ccccc2nc2n1N=C(c1ccc(Br)cc1)CS2,i

# Fetched by compound from the entries so far (4):
SMILES,ST2 inh
O=c1c2ccccc2nc2n1N=C(c1ccc(Br)cc1)CS2,i
CC1(C)CC(=O)C2=C(C1)Nc1cc(C(=O)c3ccccc3)ccc1NC2c1ccc2c(c1)OCO2 (stereo unspecified),i
O=c1c2c(nc3n1CCCCC3)sc1c(O)c(Br)ccc12,i
Cc1cc2nc(CSc3nnc4c(n3)[nH]c3ccccc34)cc(=O)n2o1,i

# (next part)
SMILES,ST2 inh
Cc1ccc(NS(=O)(=O)c2cccnc2)cc1C,i
O=C(NCCc1c[nH]c2ccccc12)c1ccccc1Br,i
Cc1cccc2nc3c(nc12)C(=O)c1ccccc1C3=O,32%*
O=C(c1ccccc1)N1CCN=C1SCc1ccccc1F,i
CC(NC(=O)C12CC3CC(CC(C3)C1)C2)c1ccccc1 (stereo unspecified),i
CN(CCO)S(=O)(=O)c1ccc([N+](=O)[O-])cc1,i
COc1ccc(Cl)cc1NC(=O)Cc1c(C(=O)O)[nH]c2ccc(Cl)cc12,i
CC(=O)N1c2c(cc(Br)cc2S(=O)(=O)Nc2ccc(F)c(F)c2)CC1C (stereo unspecified),i
CCOc1ccc(C(=O)Nc2nc3ccc4sc(C)nc4c3s2)cc1,i
Cc1sc2ncnc(SCc3ccccc3)c2c1C,i
Cc1n[nH]c(C)c1Sc1ccccc1NC(=O)CCCn1cncn1,i
CCCCN(CC)S(=O)(=O)c1ccc(C(=O)Nc2nnc(-c3ccccc3Cl)o2)cc1,i
COc1ccccc1OCc1cc(C(=O)NC[C@H]2C[C@H]3C=C[C@@H]2C32CC2)n[nH]1,i
CC1Cc2ccccc2N1S(=O)(=O)c1cc(Br)cc2c1N(C(=O)C1CC1)CC2 (stereo unspecified),i
Cc1noc(C)c1S(=O)(=O)N1CCC(C(=O)NCCC2=CCCCC2)CC1,i
O=C(CCCOc1ccccc1)N1CCCC1,i
O=C(O)c1ccc(N2CCC(c3ccccc3)=N2)cc1,i
Cc1cc2ccccc2n1CCNC(=O)c1cc(Br)ccc1Cl,i
Cc1cccc(NS(=O)(=O)c2c(C)[nH]c(=O)[nH]c2=O)c1C,i
Cc1nnc2c(NC3CCCCC3)nc3ccccc3n12,i
CCCN(CCC)S(=O)(=O)c1ccc(C(=O)Nc2nnc(-c3ccccc3OC)o2)cc1,i
COc1cc(Cl)cc(C(=O)N2CC[C@@H](N)[C@@H](OC)C2)c1,i
Cn1c(=O)c2c(nc(Br)n2Cc2cccc(Br)c2)n(C)c1=O,i
CNC(=O)C1C2C=CC3(CN(Cc4ccccc4Cl)C(=O)C13)O2 (stereo unspecified),i
CC1CCCN(C(=O)CSc2cc(=O)n(C)c3cc(Cl)ccc23)C1 (stereo unspecified),i

# Additional structures follow.
SMILES,ST2 inh
COc1ccc(N(C(=O)C2CCCCC2)C2C=CS(=O)(=O)C2)c(OC)c1 (stereo unspecified),i
O=C(O)c1ccccc1Nc1cccc(OCc2ccc3ccccc3n2)c1,i
O=C(c1ccc(CS(=O)(=O)c2ccc(Br)cc2)o1)N1CCCCC1,i
Cc1cc(Br)cc(C)c1N1C(=O)C2C3CCC(C3)C2C1=O (stereo unspecified),i
Cn1ccn2ncc(C(=O)NCC3OCCc4ccccc43)c12 (stereo unspecified),?
COc1cccc(C2C(C(=O)Nc3ccccc3)=C(C)Nc3ncnn32)c1OC (stereo unspecified),i
Cc1ccc(-n2c(SCC(=O)Nc3ccc(C)cc3C)nc3c(c2=O)SCC3)cc1,?
COc1ccc(C(CC(=O)O)C(=O)O)cc1 (stereo unspecified),i
CC1=CC(C)(C)N(S(=O)(=O)c2ccc(Br)cc2)c2ccccc21,?
O=C(Nc1ccc2c(c1)OCCO2)c1ccc(C(=O)Nc2ccc3c(c2)OCCO3)nc1,?
Cn1c(=O)c2c(nc(Oc3ccc(F)cc3)n2Cc2ccc(Cl)cc2)n(C)c1=O,?
Brc1csc(CN2CCc3ccccc3C2)c1,i
Cc1cccc(C)c1NC(=O)CN1CCN(Cc2ccc(F)cc2Cl)S1(=O)=O,i
CNC(=O)CN(C)Cc1nc(-c2ccc(OC)c3ccccc23)oc1C,?
Cc1nnc([C@H]2CCN(CCCc3ccccc3)C2)o1,i
CN(C)CCNC(=O)c1cc2n(n1)CCCN(C(=O)Nc1ccccc1)C2,?
Cc1ccn(CC(=O)N2CCN3CCNC(=O)C3C2)n1 (stereo unspecified),i
Cc1ccc(C(NC(=O)c2cnn3c2CCCC3)c2ccncc2)cc1 (stereo unspecified),?
CC1CCc2c(sc(NC(=O)CSc3nnc4ccccn34)c2C#N)C1 (stereo unspecified),i
CCOC(=O)c1ccc(NS(=O)(=O)c2ccc3[nH]c(=O)sc3c2)cc1,i
O=C1c2ccccc2C(=O)N1c1ccc(N2C(=O)C3C4CCC(C4)C3C2=O)cc1 (stereo unspecified),i
CCOc1ccc(NC(=O)CSC2=Nc3ccccc3C3=NC(C(C)C)C(=O)N23)cc1 (stereo unspecified),i
NC1=NC(=O)/C(=C\c2cc3ccccc3nc2N2CCCCC2)S1,i
C=CCn1c(SCC(=O)Nc2cc(OC)ccc2OC)nc2sc3c(c2c1=O)CCCC3,i
CCCCNC(=O)c1c[nH]c2ccc(S(=O)(=O)Nc3ccccc3F)cc2c1=O,i

# More entries:
SMILES,ST2 inh
CCOC(=O)c1c(C)n(C)c2c1cc(OC(=O)COc1ccccc1)c1ccccc12,?
Cc1oc(-c2ccccc2Cl)nc1CSCC(=O)NC1CCCC(C)C1C (stereo unspecified),i
O=C(NC1CCC(n2cnnc2)CC1)c1[nH]cnc1-c1ccccc1 (stereo unspecified),i
O=c1/c(=C/c2ccco2)sc2n1CN(c1cccc(F)c1)CN=2,?
CCOC(=O)N1CCC(N(C)Cc2sccc2C)CC1,i
NCC1CN(c2nccc(C3CCCC3)n2)CCO1 (stereo unspecified),?
O=C(NCc1ccccc1Cl)c1cccn2c(=O)c3cc4ccccc4cc3nc12,i
COc1ccc(C2C3=C(CCCC3=O)Nc3nc(SCc4ccccc4)nn32)cc1OC (stereo unspecified),?
OC1CCN(Cc2c(Cl)cccc2Cl)CC1,?
Cc1ccc(C(=O)NCc2ccc3c(c2)OCO3)cc1NC(=O)C1CC1,i
CCSc1nc2c([nH]c3ccccc32)c(=O)n1-c1ccc(OC)cc1,i
O=c1[nH]c(-c2cccc(Cl)c2)nc2sc3c(c12)CCCC3,?
CC(NC(=O)CSc1nc2ccccc2[nH]1)c1ccccc1 (stereo unspecified),?
Oc1cncc(Cc2ccccc2)c1,i
CCCc1[nH]nc2c1C(c1ccc(CC)cc1)C(C#N)=C(N)O2 (stereo unspecified),i
O=C(NC1CCCCCCC1)c1cc(=O)[nH]c2ccc(S(=O)(=O)N3CCCC3)cc12,i
Cc1nn(-c2ccc(F)cc2)c(C)c1C(=O)N1CCN2CCNC(=O)C2C1 (stereo unspecified),i
Cc1ncc(C(=O)N2CCC(N3CCCC(C(=O)NC4CC4)C3)CC2)cn1 (stereo unspecified),?
O=C(Nc1cccc(F)c1)c1ccc(Cl)cc1Cl,i
COc1cccc2cc(NC(=O)C3CCCCC3)c(=O)oc12,i
CCCCC(=O)Nc1ccc(NC(=O)C(Cl)(Cl)Cl)cc1OC,i
Oc1cc2c(cc1O)CN(C(=S)NCCc1ccc(Cl)cc1)CCC2,?
O=C(C1CCC(=O)N(C2CCCCCC2)C1)N1CC=C(c2ccccc2)CC1 (stereo unspecified),i
CC(=O)c1ccc2c(c1)C(O)C(C(C)(C)O)O2 (stereo unspecified),?
COc1ccccc1N=c1oc2cc(O)ccc2cc1C(N)=O,i

# Following part
SMILES,ST2 inh
O=C(NCCN1CCCC1)c1cc(-c2ccncc2)nc2ccccc12,i
O=c1c(N=Cc2cccc([N+](=O)[O-])c2)cc2[nH]c3ccccc3c2n1-c1ccccc1,?
CC(C)C(NS(=O)(=O)c1cccs1)C(=O)N(C)Cc1ccccc1 (stereo unspecified),i
CCNc1ccccc1-c1nc2ccccc2[nH]c1=O,i
O=C(c1ccc(CS(=O)(=O)c2ccccc2)o1)N1CCN(c2cccc(Cl)c2)CC1,i
COc1ccc(C(=O)N[C@H]2C[C@H]3C(=O)NC[C@@H](CCC(=O)NCc4cccnc4)N3C2)cc1,i
O=C(CCC1CCCCC1)NCc1ccccn1,i

# By substructure: those above with fluorine (16)
SMILES,ST2 inh
COc1cccc(C2C3=C(CC(C)(C)CC3=O)Nc3ccccc3N2C(=O)C(F)(F)F)c1OC (stereo unspecified),i
CC1CCCCN1C(=O)c1cc(-c2ccc(F)cc2)on1 (stereo unspecified),i
CCOc1ccc(N2C(=O)CC(NCc3ccc(F)cc3)C2=O)cc1 (stereo unspecified),i
Cc1oc2ccc(OCc3ccccc3F)cc2c1C(=O)O,i
O=C(CCCn1c2ccccc2c(=O)c2ccccc21)Nc1ccccc1F,?
O=C1C2C3C=CC(CC3)C2C(=O)N1c1ccc(Cl)c(C(F)(F)F)c1 (stereo unspecified),i
Cc1cc(=O)oc2cc(OCc3ccc(F)cc3)c(Cl)cc12,i
O=S(=O)(Nc1ccc(F)c(Cl)c1)c1cccnc1,i
O=C(c1ccccc1)N1CCN=C1SCc1ccccc1F,i
CC(=O)N1c2c(cc(Br)cc2S(=O)(=O)Nc2ccc(F)c(F)c2)CC1C (stereo unspecified),i
Cn1c(=O)c2c(nc(Oc3ccc(F)cc3)n2Cc2ccc(Cl)cc2)n(C)c1=O,?
Cc1cccc(C)c1NC(=O)CN1CCN(Cc2ccc(F)cc2Cl)S1(=O)=O,i
CCCCNC(=O)c1c[nH]c2ccc(S(=O)(=O)Nc3ccccc3F)cc2c1=O,i
O=c1/c(=C/c2ccco2)sc2n1CN(c1cccc(F)c1)CN=2,?
Cc1nn(-c2ccc(F)cc2)c(C)c1C(=O)N1CCN2CCNC(=O)C2C1 (stereo unspecified),i
O=C(Nc1cccc(F)c1)c1ccc(Cl)cc1Cl,i

# Screening results (PubChem BioAssay)
